Assay outcomes from PubChem BioAssay.
NCI-60 one-dose screen, 48 h, at 10 µM unless noted. Numbers give growth in % (100 = growth as untreated, 0 = no growth, -100 = all killed).
MDA-MB-231 = MDA-MB-231 breast cancer | actives 5% (n = 81,000)
K-562 = K-562 leukemia | actives 7.4% (n = 78,000)
MCF7 = MCF7 breast cancer. actives 6.3% (n = 82,000). AID 1794796
MDA-MB-468 = MDA-MB-468 breast cancer; actives 8.5% (n = 78,000); AID 2202374
BT-549 = BT-549 breast cancer | actives 4.4% (n = 78,000) | AID 1794793
MOLT-4 = MOLT-4 leukemia cells | actives 6.9% (n = 80,000) | AID 1794779
SR = SR leukemia cells; actives 8.7% (n = 73,000)
MDA-MB-435 = MDA-MB-435 melanoma; actives 7.8% (n = 82,000)
Numbers without * were called inactive; x = not tested or not shown; & = joins results of further samples. The calls were made as follows: active = growth percent below 10; inactive = the rest.

(1) CN(C)S(=O)(=O)c1ccc(S(=O)(=O)Nc2cccc(Cl)c2N2CCCCC2)cc1
(2) Clc1cc(Cl)c(I)c(Cl)c1
(3) CNc1sc(S(=O)(=O)NC)nc1S(=O)(=O)c1ccc(C)cc1
(4) Cc1ccc(S(=O)(=O)CC#N)cc1
(5) COc1ccc([C@@H]2C(=O)N(c3cc(OC)c(OC)c(OC)c3)[C@H]2c2ccc(OC)c(O)c2)cc1
(6) CC1=NN(c2cccc(Cl)c2)C(=O)/C1=C\c1cn(C(=O)c2ccc(Cl)cc2)c2ccccc12
(7) Cc1ccc(S(=O)(=O)Oc2ccc3c4c(c(=O)oc3c2)-c2ccccc2C4)cc1
(8) COC(=O)C(C)NC1=C(Cl)C(=O)C(NC(C)C(=O)OC)=C(Cl)C1=O (centres undefined)
Compound	1	2	3	4	5	6	7	8
MDA-MB-231	67	97	101	108	29	88	86	95
K-562	56	100	97	109	13	108	90	109
MCF7	84	94	88	96	11	88	91	82
MDA-MB-468	68	97	86	99	-4.4*	104	x	64
BT-549	88	111	100	106	-30*	96	69	99
MOLT-4	69	93	100	116	16	99	65	94
SR	x	119	101	112	20	96	76	93
MDA-MB-435	92	104	105	97	-15*	121	100	76

(9) CCN(CC)CCN=c1c(C)nc(C#N)c(N)n1O
(10) CC(C)(C)n1cc(-c2ccnc(NCCCNS(=O)(=O)c3ccc(Br)cc3)n2)c(-c2ccc(Cl)c(O)c2)n1
(11) Cc1c2cnccc2c(C)c2c1c1cc(O)ccc1n2C(C)C
(12) O=C(O)CC(C(=O)O)C(CC(=O)O)C(=O)O (centres undefined)
(13) O=[N+]([O-])c1ccc(CO)o1
(14) CC1CN(C(=S)S)C(C)CN1 (centres undefined)
(15) COc1cc(-c2nc3cc4nc5ccccc5[nH]c4cc3n2)ccc1O
(16) CC(=O)Nc1nonc1-c1nc2ccccc2n1Cc1ccncc1
Compound	9	10	11	12	13	14	15	16
MDA-MB-231	103	92	9.5*	100	101	106&99	59	109
K-562	90	46	17	104	117	98&97	56	99
MCF7	106	89	-3.2*	96	95	96&100	34	95
MDA-MB-468	109	79	24	92	x	97&106	75	105
BT-549	104	83	-2.7*	99	108	94&111	94	103
MOLT-4	95	51	-4.5*	88	111	94&102	18	103
SR	116	77	-17*	98	102	100	56	104
MDA-MB-435	105	89	8.2*	102	104	104&104	89	110

(17) Cc1cc(C)n(-c2nc(-c3no[n+]([O-])c3-c3ccccc3)cs2)n1
(18) CCCCCCCCCCCCOc1ccc(C(C)(C)C)cc1
(19) COc1ccc(C2=C/C(=C\c3ccccc3O)C(=O)N2Cc2ccccc2)cc1
(20) COc1ccc(N2C(N)=C(C#N)C(c3ccc([N+](=O)[O-])cc3)C3=C2CC(C)(C)CC3=O)cc1OC (centres undefined)
(21) O=[N+]([O-])c1ccc2[nH]c3nc4ccccc4nc3c2c1
(22) Cn1ncc2c(N)nc(Oc3ccccc3-c3ccccc3)nc21
(23) CC(=O)Oc1[nH]c(=O)c2cccc3c2c1CCC3
(24) COc1cccc(CSC(C(=O)O)c2ccccc2)c1 (centres undefined)
Compound	17	18	19	20	21	22	23	24
MDA-MB-231	92	119	94	101	83	43	110	107
K-562	90	86	51	95	95	6.6*	124	97
MCF7	87	94	63	90	x	9.1*	112	105
MDA-MB-468	98	109	54	98	87	-24*	106	106
BT-549	94	106	70	110	93	-1.4*	89	107
MOLT-4	92	93	67	99	87	8.1*	108	95
SR	94	88	45	89	99	-4.1*	137	91
MDA-MB-435	100	107	-4.2*	111	71	-38*	111	94

(25) O=S1(=O)C=CCC1
(26) Cn1ccnc1C(=O)/C=C/c1ccc(CC(=O)Nc2ccc(F)cc2)cc1
(27) CCCCC(O)Cn1ncc(C(=O)OCC)c1NC(=O)NCc1ccc(F)cc1 (centres undefined)
(28) CC(=O)c1cc2c(N)c(C(=O)Nc3cccc4cccnc34)sc2nc1C
(29) O=C(Oc1ccc(/C=C/c2cc(OC(=O)c3ccc([N+](=O)[O-])cc3)cc(OC(=O)c3ccc([N+](=O)[O-])cc3)c2)cc1)c1ccc([N+](=O)[O-])cc1
(30) O=Cc1nc2ccccc2c(/C=C/c2ccccc2)c1C(=O)c1ccccc1
(31) CCOC(=O)OCC(=O)[C@@]1(O)CC[C@H]2[C@@H]3CCC4=CC(=O)CC[C@]4(C)[C@H]3[C@@H](O)C[C@@]21C
(32) Nc1cccc(S(=O)(=O)O)c1
Compound	25	26	27	28	29	30	31	32
MDA-MB-231	x	30	101	93	101	91	98	101
K-562	110	5.7*	75	90	99	97	111	120
MCF7	94	28	92	95	92	86	95	102
MDA-MB-468	99	-4.6*	85	101	102	102	123	114
BT-549	108	24	88	103	102	97	101	104
MOLT-4	105	21	96	107	96	44	93	107
SR	98	14	91	106	99	x	109	113
MDA-MB-435	106	20	101	102	104	97	111	103

(33) O=S(=O)(O)c1cc(Cl)cc(Cl)c1O
(34) CCN(CC)CCC=C(c1cccs1)c1cccs1
(35) O=C(CNC(=O)c1ccccc1)Sc1ccccc1
(36) CC(=O)Oc1ccccc1C(=O)Nc1ccc(C(C)=O)cc1
(37) C/C(=N\NC(=O)Nc1cccc(C)c1)c1nnn(-c2ccc(Br)cc2)c1C
(38) COc1ccc(F)cc1/C=C/C(=O)/C=C(/C=C/c1cc(F)ccc1OC)OB(F)F
(39) CCN(CC)CCCNc1nc2ccccc2c2c(=O)c3cc(Cl)ccc3sc12
(40) CS(=O)(=O)OCCN(CCOS(C)(=O)=O)c1ccc(/C=N/Nc2ccc([N+](=O)[O-])cc2[N+](=O)[O-])cc1
Compound	33	34	35	36	37	38	39	40
MDA-MB-231	108	91	100	117	98	32	-9.3*	72
K-562	x	101	106	97	94	7.7*	-44*	102
MCF7	99	96	95	97	87	29	44	67
MDA-MB-468	104	91	112	108	105	31	55	88
BT-549	112	x	103	105	116	34	91	99
MOLT-4	x	108	98	101	97	-17*	5.3*	88
SR	x	109	78	95	118	-0.8*	-16*	x
MDA-MB-435	99	100	105	95	108	2.6*	-4.2*	94

(41) COc1ccc(/C=C2\CN(C)Cc3c2nc2nc(SC)[nH]c(=O)c2c3-c2ccc(OC)cc2)cc1
(42) COc1cccc(/C=N\NC(=O)c2ccncc2)c1O
(43) CCOc1ccc(N2C(=O)/C(=C3\SC(=S)N(c4ccc(OCC)cc4)C3=O)SC2=S)cc1
(44) CCC1(C2=CCCCC2)C(=O)NC(=O)N=C1N (centres undefined)
(45) CCC(O)C(CC(C)N(C)C)c1ccccc1 (centres undefined)
(46) Cc1cc(NC(=O)c2ccccc2)c(Cl)cc1N
(47) N#Cc1c(Nc2ccccc2)nn2c(N)cc(=O)[nH]c12
(48) COc1ccc2c(c1)C(=O)/C(=C/c1cnccc1OC)CC2
Compound	41	42	43	44	45	46	47	48
MDA-MB-231	97	47	100	107	99	96	103	105
K-562	119	71	67	111	112	99	95	105
MCF7	92	27	96	96	95	85	91	83
MDA-MB-468	89	64	87	113	89	x	104	100
BT-549	113	50	108	105	94	x	107	103
MOLT-4	105	14	111	97	105	x	101	97
SR	106	21	107	91	95	x	90	x
MDA-MB-435	100	83	102	x	105	97	93	107

(49) O=C(CSc1nc2ccccc2c(=O)n1-c1ccc(Cl)cc1)Nc1ccc(S(=O)(=O)Nc2nccs2)cc1
(50) CCOC(=O)C1(C(=O)OCC)CCN(S(=O)(=O)c2ccccc2)CC1
(51) CC(C)C[C@@H](NC(=O)[C@@H](Cc1ccccc1)NC(=O)c1cnccn1)B1O[C@H]2[C@H](O)[C@@H](C(=O)NCCCC[C@@H]3NC(=O)[C@@H](Cc4ccccc4)NC(=O)[C@H](CC(=O)O)NC(=O)CNC(=O)[C@H](CCCN=C(N)N)NC3=O)O[C@@H](CN)[C@H]2O1
(52) CC1(C)CC[C@]2(C(=O)O)CC[C@]3(C)C(=CC[C@@H]4[C@@]5(C)C/C(=C/c6ccncc6)[C@H](O)C(C)(C)[C@@H]5CC[C@]43C)[C@@H]2C1
(53) Clc1ccc(NCc2nnc(-c3ccco3)o2)cc1
(54) COc1cc(C)cc(C(O)Cc2cccc(-c3cccnc3)n2)c1 (centres undefined)
(55) c1ccc2c3c(ccc2c1)Sc1ccc2ccccc2c1N3
(56) CCN(CC)CCNc1ncnc2c1[nH]c1ccc(Br)cc12
Compound	49	50	51	52	53	54	55	56
MDA-MB-231	96	108	-9.7*	34	81	105	100	102
K-562	120	95	2.8*	x	119	105	52	103
MCF7	97	105	-17*	24	41	103	68	104
MDA-MB-468	92	106	-45*	5.3*	68	98	x	101
BT-549	95	87	-66*	51	105	98	87	103
MOLT-4	98	98	0.4*	x	107	104	58	78
SR	92	x	1.7*	x	107	108	55	87
MDA-MB-435	103	110	-78*	55	106	106	98	101

(57) ClC(c1ccccc1)C(Cl)c1ccccc1 (centres undefined)
(58) Nc1ccc(-c2ccc(F)cc2)cc1NC(=O)C1CCOCC1
(59) Nc1n[nH]c(C(=O)O)n1
(60) CN(C)S(=O)(=O)n1cnc([C@@H]2c3c(ncn3S(=O)(=O)N(C)C)C[C@@H]3Cn4c(=O)n(-c5ccccc5)c(=O)n4C[C@H]32)c1
(61) COc1ccc2c(c1)c(C1(c3cn(C)c4ccc(OC)cc34)C(=O)Nc3ccc(F)cc31)cn2C
(62) CC(C)C[C@@H]1OC(=O)CCCCNC(=O)[C@H](Cc2ccccc2)N(C)C(=O)[C@H](C(C)C)N(C)C(=O)[C@H](Cc2ccccc2)NC(=O)[C@@H]2CCCN2C1=O
(63) CC1SC(c2ccc(F)cc2)N(NC(=O)CCC(=O)c2nc3ncccc3[nH]2)C1=O (centres undefined)
(64) O=C1c2cccc3cccc(c23)C(=O)N1N1C(=O)c2cccc3c(N4CCN(Cc5ccccc5)CC4)ccc(c23)C1=O
Compound	57	58	59	60	61	62	63	64
MDA-MB-231	103	113	109&119	97	34	88	89	85
K-562	103	88	106&106	93	25	87	102	88
MCF7	103	86	105&90	92	61	90	94	98
MDA-MB-468	123	102	112&99	114	72	70	92	99
BT-549	96	100	100&102	106	96	98	123	103
MOLT-4	101	90	102&102	97	36	50	117	99
SR	99	94	101	98	79	74	110	89
MDA-MB-435	104	91	103&106	105	62	81	97	102

Given tab-delimited: 13 of the compounds above.
cpd	Structure	MDA-MB-231	K-562	MCF7	MDA-MB-468	BT-549	MOLT-4	SR	MDA-MB-435
1	CN(C)S(=O)(=O)c1ccc(S(=O)(=O)Nc2cccc(Cl)c2N2CCCCC2)cc1	67	56	84	68	88	69	x	92
2	Clc1cc(Cl)c(I)c(Cl)c1	97	100	94	97	111	93	119	104
3	CNc1sc(S(=O)(=O)NC)nc1S(=O)(=O)c1ccc(C)cc1	101	97	88	86	100	100	101	105
4	Cc1ccc(S(=O)(=O)CC#N)cc1	108	109	96	99	106	116	112	97
5	COc1ccc([C@@H]2C(=O)N(c3cc(OC)c(OC)c(OC)c3)[C@H]2c2ccc(OC)c(O)c2)cc1	29	13	11	-4.4*	-30*	16	20	-15*
6	CC1=NN(c2cccc(Cl)c2)C(=O)/C1=C\c1cn(C(=O)c2ccc(Cl)cc2)c2ccccc12	88	108	88	104	96	99	96	121
7	Cc1ccc(S(=O)(=O)Oc2ccc3c4c(c(=O)oc3c2)-c2ccccc2C4)cc1	86	90	91	x	69	65	76	100
8	COC(=O)C(C)NC1=C(Cl)C(=O)C(NC(C)C(=O)OC)=C(Cl)C1=O (centres undefined)	95	109	82	64	99	94	93	76
9	CCN(CC)CCN=c1c(C)nc(C#N)c(N)n1O	103	90	106	109	104	95	116	105
10	CC(C)(C)n1cc(-c2ccnc(NCCCNS(=O)(=O)c3ccc(Br)cc3)n2)c(-c2ccc(Cl)c(O)c2)n1	92	46	89	79	83	51	77	89
11	Cc1c2cnccc2c(C)c2c1c1cc(O)ccc1n2C(C)C	9.5*	17	-3.2*	24	-2.7*	-4.5*	-17*	8.2*
12	O=C(O)CC(C(=O)O)C(CC(=O)O)C(=O)O (centres undefined)	100	104	96	92	99	88	98	102
13	O=[N+]([O-])c1ccc(CO)o1	101	117	95	x	108	111	102	104

Next section.
(65) OCc1cccc(-c2ccc3ncc(-c4nc(NC5CC5)ncc4F)n3c2)c1
(66) COc1ccccc1CNC(=O)c1nc(-c2cc(OC)c(OC)c(OC)c2)n(-c2ccc(F)c(F)c2)n1
(67) O=S(=O)(NCCNc1cc(-c2cn(-c3ccccc3)nc2-c2cccc(O)c2)ccn1)c1ccc(F)cc1
(68) O=S(=O)(CSc1ccccc1)c1ccccc1
(69) CN(C)c1ccc(N=C2C=CC(=[N+](C)C)C=C2)cc1
(70) O=S1SC(c2ccccc2)=NN1c1ccccc1 (centres undefined)
(71) Cc1c(OCC(F)(F)F)ccnc1CNc1ccc(C2=CC(c3ccc(O)cc3)N=C(N)N2)cc1 (centres undefined)
Compound	65	66	67	68	69	70	71
MDA-MB-231	-16*	72	-9.1*	108	79	105	112
K-562	4.9*	112	1.3*	x	36	73	67
MCF7	-19*	91	11	105	62	92	91
MDA-MB-468	-39*	99	-22*	114	24	90	64
BT-549	-7.5*	103	32	107	x	72	103
MOLT-4	-28*	100	4.4*	103	80	84	63
SR	-13*	105	-6.0*	107	45	53	66
MDA-MB-435	-32*	102	2.5*	107	91	98	107
